High-throughput results from PubChem.
TNAP inh hi DEA = human TNAP enzyme inhibitors, primary screen, biochemical, luminescent, high phosphate acceptor level, uHTS; 200,000 tested, 0.03% active; purified TNAP, CDP-star luminescence, 1 M DEA; inhibition, % at 20 µM;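 active = over 50% inhibition of tissue-nonspecific alkaline phosphatase at 20 µM in the single-dose screen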;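 note: plate controls were DMSO wells for no effect and EDTA-quenched wells as full inhibition for full effect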
Target sequence (P05186 whole entry, looked up): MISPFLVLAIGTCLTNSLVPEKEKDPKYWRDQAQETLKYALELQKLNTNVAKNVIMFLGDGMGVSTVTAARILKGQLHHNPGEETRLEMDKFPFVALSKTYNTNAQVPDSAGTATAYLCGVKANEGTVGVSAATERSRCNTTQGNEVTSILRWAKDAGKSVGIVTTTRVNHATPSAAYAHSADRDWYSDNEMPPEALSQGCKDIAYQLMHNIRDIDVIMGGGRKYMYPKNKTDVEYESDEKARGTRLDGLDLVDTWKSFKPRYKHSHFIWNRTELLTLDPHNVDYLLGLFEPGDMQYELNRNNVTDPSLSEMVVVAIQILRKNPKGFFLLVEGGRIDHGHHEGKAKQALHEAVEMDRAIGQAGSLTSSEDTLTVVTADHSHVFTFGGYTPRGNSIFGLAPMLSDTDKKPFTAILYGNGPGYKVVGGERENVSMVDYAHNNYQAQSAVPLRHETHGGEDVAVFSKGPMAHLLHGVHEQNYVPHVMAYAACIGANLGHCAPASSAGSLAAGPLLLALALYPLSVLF
Diaphorase inh = diaphorase inhibitors and chemical oxidizers, primary screen, counter-screen for diaphorase-coupled primary assays, biochemical, uHTS, resorufin fluorescence; 190,000 tested, 0.69% active; inhibition, % at 20 µM; diaphorase resazurin-to-resorufin fluorescence, NADH, 16 min; bacterial (C. kluyveri) enzyme, not human;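 active = primary screen inhibition at 20 µM above a set limit, cut at about 50% in these data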;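 note: plate controls were DMSO with full reaction for no effect and wells lacking NADH for full effect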
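System: Bacterial diaphorase enzyme (C. kluyveri) | Incubation: 16-min room-temperature incubation before reading | Benchmarks: No-NADH positive control and DMSO neutral control | Measured by: Resorufin fluorescence 544/590 nm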
bIAP act = bovine intestinal alkaline phosphatase activators, primary screen, biochemical, bovine IAP, CDP-star luminescence. activation factor at 20 µM. alkaline phosphatase, intestinal [Bos taurus]. 200,000 tested, 0.17% active. purified bovine IAP, 30 min; hits give high values; fold of DMSO-control signal, blank-subtracted. AID 1016, 2008;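 active = activation factor of 2 or more at 20 µM, a signal rise over negative controls twice the positive control's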
PMI act hi M6P = human PMI activators, high substrate, primary screen, biochemical, fluorescence intensity, near-saturating mannose 6-phosphate; AID 1216, 2008; activation factor at 20 µM; Mannose-6-phosphate isomerase (Homo sapiens), P34949; coupled PMI enzyme assay, resazurin fluorescence, 20 min; hits give high values; 1 = untreated enzyme, 0 = substrate-free blank; 190,000 tested, 0.34% active;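 active = activation factor of 2 or more at 20 µM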
Target sequence (P34949 whole entry, looked up): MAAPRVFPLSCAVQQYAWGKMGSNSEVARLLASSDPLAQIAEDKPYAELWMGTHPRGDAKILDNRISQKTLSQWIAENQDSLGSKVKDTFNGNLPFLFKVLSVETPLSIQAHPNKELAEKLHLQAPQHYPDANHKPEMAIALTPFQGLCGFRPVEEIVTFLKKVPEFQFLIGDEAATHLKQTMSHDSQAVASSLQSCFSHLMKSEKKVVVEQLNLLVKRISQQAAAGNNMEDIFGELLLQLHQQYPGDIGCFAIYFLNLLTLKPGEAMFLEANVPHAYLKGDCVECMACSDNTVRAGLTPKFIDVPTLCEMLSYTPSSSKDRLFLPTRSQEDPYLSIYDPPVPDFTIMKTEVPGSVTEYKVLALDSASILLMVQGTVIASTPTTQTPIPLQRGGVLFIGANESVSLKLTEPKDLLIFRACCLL
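Test system – human PMI in coupled enzyme assay · Timing – 20 min incubation at room temperature · Detection – Diaphorase-driven resazurin-to-resorufin fluorescence, excitation 544, emission 590 nm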
Diaph act CS = compounds boosting diaphorase resazurin reduction – biochemical, uHTS, resorufin fluorescence, counter-screen for diaphorase-coupled primary assays, primary screen; 190,000 tested, 0.005% active; activation factor at 20 µM; Diaphorase/resazurin coupled assay, 16 min; hits give high values; 1 = vehicle wells, 0 = NADH-free wells; AID 1229, 2008;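 active = diaphorase activity raised at least twofold by the compound at 20 µM; inactive = activation factor below 2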
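test system = bacterial diaphorase enzyme (C. kluyveri) | quantity = enzyme 0.07 U/mL final | reagent = NADH substrate 0.114 mM plus resazurin dye 0.1 mM, final | incubation = 16 min enzyme reaction, ambient temperature | buffer or medium = HEPES pH 7.4 buffer with MgCl2 and Tween 20 | signal = fluorescence of resorufin, 544 nm excitation, 590 nm emission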
TNAP inh noacc = human TNAP enzyme inhibitors, primary screen, biochemical, luminescent, no phosphate acceptor, uHTS; Alkaline phosphatase, tissue-nonspecific isozyme (Homo sapiens), P05186; purified TNAP, CDP-star luminescence, 30 min; inhibition, % at 20 µM; 200,000 tested, 0.26% active; AID 1012, 2008;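 active = tissue-nonspecific alkaline phosphatase inhibition above about 50% at 20 µM in the single-dose screen, limit read from the data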;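 note: 0% = DMSO negative control and 100% = EDTA positive control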
Lmaj promast = Leishmania major promastigote growth inhibition, primary screen; Leishmania major promastigotes, resazurin fluorescence viability; inhibition, % at 10 µM; 200,000 tested, 9% active; in the data active = inhibition above about 50%;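 note: promastigotes grown with compound for 44 hours at 28 °C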
bIAP inhibitor = bovine intestinal alkaline phosphatase inhibitors, primary screen, selectivity assay for TNAP inhibitor project, biochemical, bovine IAP, CDP-star luminescence; purified bovine IAP, 30 min; 190,000 tested, under 10 active; alkaline phosphatase, intestinal [Bos taurus]; inhibition, % at 20 µM; AID 1019, 2008;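 active = over 50% inhibition of intestinal alkaline phosphatase at 20 µM in the single-dose screen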
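System: Purified bovine intestinal alkaline phosphatase (IAP) enzyme | Input: IAP diluted 1/65,000,000 in the well | Also added: CDP-star chemiluminescent phosphatase substrate, 30 µM final | Dosing: 20 µM single dose | Times: Enzyme reaction for 30 min at room temperature | Detection: Luminescence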
TNAP act hiacc = TNAP activators at high phosphate acceptor level, primary screen, biochemical, luminescence, uHTS; activation factor at 20 µM; 200,000 tested, under 10 active; Alkaline phosphatase, tissue-nonspecific isozyme (Homo sapiens), P05186; purified TNAP, CDP-star luminescence, 1 M DEA, 30 min; hits give high values; 0 = EDTA background, 1 = DMSO-only activity;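 active = activation factor at least 2 at 20 µM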
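Dosing: 20 µM single point. System: human TNAP. Amount: TNAP 1/800 final. Incubation: 30 min, room temperature. Read-out: TNAP activation factor scaled between EDTA and DMSO control wells. Signal: luminescence from CDP-star hydrolysis. Medium: 1 M DEA, pH 9.8, Mg2+, Zn2+. Control set: EDTA negative control, DMSO positive control.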
PMI activator = activators of human PMI, primary screen, biochemical, fluorescence intensity, near-Km mannose 6-phosphate | 190,000 tested, 0.005% active | purified human PMI, coupled resazurin fluorescence, 20 min; hits give high values; 1 = vehicle control, 0 substrate-free wells | activation factor at 20 µM;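 active = activation factor of 2 or more at 20 µM, relative to plate controls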
An asterisk follows results filed as active.

What do the screens show for `CC(=O)/C(=N/Nc1ccc(C)cc1)Sc1nnc(CCc2ccccc2)n1-c1ccccc1`?
TNAP inh hi DEA: -2; Diaphorase inh: 23; bIAP act: 0.9; PMI act hi M6P: 0.9; Diaph act CS: 0.8; TNAP inh noacc: -13; Lmaj promast: 30; bIAP inhibitor: 9; TNAP act hiacc: 1; PMI activator: 0.9

How did COc1ccccc1NC(=O)CSCc1nc2ccccc2[nH]1 do in these assays?
TNAP inh hi DEA: -2; Diaphorase inh: 8; bIAP act: 1; PMI act hi M6P: 1.1; Diaph act CS: 0.9; TNAP inh noacc: -18; Lmaj promast: 3; bIAP inhibitor: 2; TNAP act hiacc: 1; PMI activator: 0.9

What do the screens show for `Cc1ccc(NC(=O)c2cc3c(=O)oc4ccccc4c3s2)nc1`?
TNAP inh hi DEA: 4; Diaphorase inh: 4; bIAP act: 1; PMI act hi M6P: 1.1; Diaph act CS: 1; TNAP inh noacc: 0; Lmaj promast: -6; bIAP inhibitor: 1; TNAP act hiacc: 1; PMI activator: 1

What do the screens show for `CCOc1ccc(/C=C/C(=O)NCCc2ccc(OC)c(OC)c2)cc1`?
TNAP inh hi DEA: 2; Diaphorase inh: 12; bIAP act: 1; PMI act hi M6P: 0.9; Diaph act CS: 0.9; TNAP inh noacc: -16; Lmaj promast: -1; bIAP inhibitor: 2; TNAP act hiacc: 1; PMI activator: 1

How did CC(=O)c1c(C)[nH]c(C(=O)COc2cc(C)ccc2C(C)C)c1C do in these assays?
TNAP inh hi DEA: -3; Diaphorase inh: 6; bIAP act: 0.9; PMI act hi M6P: 1; Diaph act CS: 0.9; TNAP inh noacc: -14; Lmaj promast: 13; bIAP inhibitor: 7; TNAP act hiacc: 1; PMI activator: 0.9

Results for CC(C)CC1NC(=O)N(CC(=O)NC2CCCc3ccccc32)C1=O (configuration not stated) ?
TNAP inh hi DEA: 3; Diaphorase inh: 7; bIAP act: 1; PMI act hi M6P: 1; Diaph act CS: 0.9; TNAP inh noacc: -11; Lmaj promast: 1; bIAP inhibitor: -4; TNAP act hiacc: 1; PMI activator: 1

Results for CCCOc1ccc(C(CC(=O)O)NC(=O)c2ccc3c(c2)OCO3)cc1 (configuration not stated) ?
TNAP inh hi DEA: -8; Diaphorase inh: 14; bIAP act: 1; PMI act hi M6P: 1; Diaph act CS: 0.9; TNAP inh noacc: -16; Lmaj promast: -3; bIAP inhibitor: 2; TNAP act hiacc: 1.1; PMI activator: 1

Results for COc1ccc2nc(C)cc(Nc3ccccc3O)c2c1 ?
TNAP inh hi DEA: -3; Diaphorase inh: -9; bIAP act: 0.9; PMI act hi M6P: 1.1; Diaph act CS: 1.1; TNAP inh noacc: -10; Lmaj promast: 59*; bIAP inhibitor: 8; TNAP act hiacc: 1; PMI activator: 1

Results for Cc1cccc(NC(=O)CSc2nnc(-c3ccccc3)n2N)c1 ?
TNAP inh hi DEA: -10; Diaphorase inh: -18; bIAP act: 0.9; PMI act hi M6P: 1.1; Diaph act CS: 1.2; TNAP inh noacc: 0; Lmaj promast: 3; bIAP inhibitor: 5; TNAP act hiacc: 1.1; PMI activator: 1.2

How did COc1ccc(COn2c(=O)c(C)[n+]([O-])c3ccccc32)cc1OC do in these assays?
TNAP inh hi DEA: 2; Diaphorase inh: 2; bIAP act: 1.1; PMI act hi M6P: 1; Diaph act CS: 1; TNAP inh noacc: -6; Lmaj promast: 5; bIAP inhibitor: -6; TNAP act hiacc: 1; PMI activator: 1

Results for S=c1[nH]nc(-c2ccccc2)o1 ?
TNAP inh hi DEA: -1; Diaphorase inh: 10; bIAP act: 1; PMI act hi M6P: 1; Diaph act CS: 0.9; TNAP inh noacc: -12; Lmaj promast: -9; bIAP inhibitor: 0; TNAP act hiacc: 1; PMI activator: 1

How did c1ccc2nc(-c3ccncc3)ccc2c1 do in these assays?
TNAP inh hi DEA: -3; Diaphorase inh: 5; bIAP act: 1; PMI act hi M6P: 0.9; Diaph act CS: 1; TNAP inh noacc: -7; Lmaj promast: 9; bIAP inhibitor: -4; TNAP act hiacc: 1; PMI activator: 1

Results for Cc1cnc(NC(=O)c2cc3c(s2)CCCC3)s1 ?
TNAP inh hi DEA: -5; Diaphorase inh: 21; bIAP act: 1; PMI act hi M6P: 0.9; Diaph act CS: 0.8; TNAP inh noacc: -9; Lmaj promast: 12; bIAP inhibitor: 2; TNAP act hiacc: 1.1; PMI activator: 0.9

How did CCn1c(SCC(N)=O)nc2sc3c(c2c1=O)CCCC3 do in these assays?
TNAP inh hi DEA: -3; Diaphorase inh: 18; bIAP act: 0.8; PMI act hi M6P: 1; Diaph act CS: 0.8; TNAP inh noacc: -14; Lmaj promast: 6; bIAP inhibitor: 20; TNAP act hiacc: 1; PMI activator: 1

How did CCCc1ccc(C(=O)NNC(=O)c2ccc(Cl)cc2)cc1 do in these assays?
TNAP inh hi DEA: -4; Diaphorase inh: 6; bIAP act: 1; PMI act hi M6P: 0.9; Diaph act CS: 0.9; TNAP inh noacc: -3; Lmaj promast: -3; bIAP inhibitor: 5; TNAP act hiacc: 1; PMI activator: 1.1

A draw from above in order of SMILES length, high to low:
Results for CCCOc1ccc(C(CC(=O)O)NC(=O)c2ccc3c(c2)OCO3)cc1 (configuration not stated) ?
TNAP inh hi DEA: -8; Diaphorase inh: 14; bIAP act: 1; PMI act hi M6P: 1; Diaph act CS: 0.9; TNAP inh noacc: -16; Lmaj promast: -3; bIAP inhibitor: 2; TNAP act hiacc: 1.1; PMI activator: 1

What do the screens show for `Cc1ccc(NC(=O)c2cc3c(=O)oc4ccccc4c3s2)nc1`?
TNAP inh hi DEA: 4; Diaphorase inh: 4; bIAP act: 1; PMI act hi M6P: 1.1; Diaph act CS: 1; TNAP inh noacc: 0; Lmaj promast: -6; bIAP inhibitor: 1; TNAP act hiacc: 1; PMI activator: 1

How did CCn1c(SCC(N)=O)nc2sc3c(c2c1=O)CCCC3 do in these assays?
TNAP inh hi DEA: -3; Diaphorase inh: 18; bIAP act: 0.8; PMI act hi M6P: 1; Diaph act CS: 0.8; TNAP inh noacc: -14; Lmaj promast: 6; bIAP inhibitor: 20; TNAP act hiacc: 1; PMI activator: 1

Other results follow:
How did Cc1cccc(C(=O)NC(=O)Nc2c(C)cc(C)nc2C)c1 do in these assays?
TNAP inh hi DEA: -1; Diaphorase inh: 4; bIAP act: 1; PMI act hi M6P: 1; Diaph act CS: 1; TNAP inh noacc: -4; Lmaj promast: 17; bIAP inhibitor: -1; TNAP act hiacc: 1; PMI activator: 1

What do the screens show for `CC(C)Cn1c(N)c(C(=O)CSc2ncnc3sc4c(c23)CCCC4)c(=O)n(C)c1=O`?
TNAP inh hi DEA: 1; Diaphorase inh: -1; bIAP act: 1; PMI act hi M6P: 1; Diaph act CS: 1; TNAP inh noacc: -5; Lmaj promast: 14; bIAP inhibitor: 3; TNAP act hiacc: 1; PMI activator: 1

How did Cn1c(C(=O)OCC(=O)NCc2ccco2)cc2sccc21 do in these assays?
TNAP inh hi DEA: -6; Diaphorase inh: 15; bIAP act: 1.1; PMI act hi M6P: 1; Diaph act CS: 0.8; TNAP inh noacc: -15; Lmaj promast: -4; bIAP inhibitor: -6; TNAP act hiacc: 1.1; PMI activator: 1.1

Results for Cc1cccc(N2CCN(C(=O)c3ccc(Cl)c(S(=O)(=O)NCc4ccco4)c3)CC2)c1C ?
TNAP inh hi DEA: -8; Diaphorase inh: 44; bIAP act: 1; PMI act hi M6P: 0.9; Diaph act CS: 0.6; TNAP inh noacc: -11; Lmaj promast: 42; bIAP inhibitor: 2; TNAP act hiacc: 1.1; PMI activator: 0.9

Results for O=C(NNC(=S)Nc1ccc(Cl)cc1Cl)c1ccc(N2CCOCC2)c([N+](=O)[O-])c1 ?
TNAP inh hi DEA: 3; Diaphorase inh: 26; bIAP act: 0.9; PMI act hi M6P: 0.9; Diaph act CS: 0.7; TNAP inh noacc: -110; Lmaj promast: 21; bIAP inhibitor: 12; TNAP act hiacc: 1; PMI activator: 0.8

How did Cc1nc2scc(-c3cccs3)c2c(=O)[nH]1 do in these assays?
TNAP inh hi DEA: -3; Diaphorase inh: 0; bIAP act: 0.9; PMI act hi M6P: 1; Diaph act CS: 1; TNAP inh noacc: -1; Lmaj promast: -2; bIAP inhibitor: 7; TNAP act hiacc: 1; PMI activator: 0.9

How did CCn1c(COc2cccc3cccnc23)nnc1SCC(=O)OC do in these assays?
TNAP inh hi DEA: -3; Diaphorase inh: -23; bIAP act: 0.9; PMI act hi M6P: 1; Diaph act CS: 1.2; TNAP inh noacc: -12; Lmaj promast: -6; bIAP inhibitor: 8; TNAP act hiacc: 1; PMI activator: 1.1

How did CCN(CC)S(=O)(=O)c1ccc(Oc2ccccc2)c(N)c1 do in these assays?
TNAP inh hi DEA: -5; Diaphorase inh: 14; bIAP act: 0.8; PMI act hi M6P: 1; Diaph act CS: 0.9; TNAP inh noacc: -12; Lmaj promast: -11; bIAP inhibitor: 23; TNAP act hiacc: 1.1; PMI activator: 1

What do the screens show for `c1ccc(-c2csc3ncnc(NCCN4CCOCC4)c23)cc1`?
TNAP inh hi DEA: -1; Diaphorase inh: 14; bIAP act: 1.1; PMI act hi M6P: 1; Diaph act CS: 0.9; TNAP inh noacc: -7; Lmaj promast: 0; bIAP inhibitor: -6; TNAP act hiacc: 1; PMI activator: 0.9

Results for COC(=O)c1c(N)sc(Cc2ccccc2)c1C ?
TNAP inh hi DEA: -4; Diaphorase inh: 15; bIAP act: 0.8; PMI act hi M6P: 0.9; Diaph act CS: 0.8; TNAP inh noacc: -6; Lmaj promast: -3; bIAP inhibitor: 21; TNAP act hiacc: 1; PMI activator: 0.9

How did Cc1nnc(C)c2c(C)n(-c3ccc(Br)cc3)c(C)c12 do in these assays?
TNAP inh hi DEA: 3; Diaphorase inh: 12; bIAP act: 1; PMI act hi M6P: 1; Diaph act CS: 0.9; TNAP inh noacc: -8; Lmaj promast: 10; bIAP inhibitor: -2; TNAP act hiacc: 1; PMI activator: 0.9
